NOD2 inhibition = inhibition of NOD2-driven NF-kB reporter – cell-based, luminescence, uHTS, HEK293 (AID 1566) | HEK293 NOD2/NF-kB luciferase reporter, luminescence; higher % means a stronger effect | hit rate 0.63% among 290,000 | inhibition, % at 4 µM, or EC50 in µM where a hit was titrated; also: many of its hits are not listed in these tables
CSM14.1 death rescue = protection against thapsigargin-triggered cell killing – 384-well, CSM14.1, ATP luminescence, primary screen (AID 1222); CSM14.1 thapsigargin-induced death rescue, ATP luminescence; higher % means a stronger effect; one-dose cellular ATP content (survival), % at 20 µM; EC50 in µM for titrated hits; 190,000 tested, under 10 active;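 active = EC50 below 50 µM in the dose-response confirmation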;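 also: death triggered by thapsigargin at about 15 µM added after 2 h compound pretreatment; cell ATP read after overnight thapsigargin exposure of roughly 18 to 22 hours; normalized against plate controls of thapsigargin alone and 5% DMSO vehicle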
GPR55 beta-arrestin = GPR55 agonists via beta-arrestin recruitment, primary screen, imaging, U2OS cells, beta-arrestin-GFP redistribution (AID 1961) | U2OS GPR55 beta-arrestin-GFP redistribution imaging; higher % means a stronger effect | activation, % at 10 µM; hits with a dose series show EC50 in µM | hit rate 0.048% among 290,000;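 active = activation above 40% with more than 50 cells counted in the well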;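 also: U2OS osteosarcoma cells stably expressing GPR55 and beta-arrestin-GFP; plate controls were DMSO negative control for no effect and LPI positive control for full effect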
NOD1 inhibition = inhibition of NOD1-driven NF-kB reporter – cell-based, luminescence, uHTS, primary screen (AID 1578); NOD1-driven NF-kB luciferase reporter cells, luminescence; higher % means a stronger effect; inhibition, % at 4 µM; hits with a dose series show EC50 in µM; hit rate 1% among 290,000; in the data active = inhibition mostly above about 36%, no sharp cut-off; inactive = mostly below about 34%;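 also: HEK-293T reporter cells stimulated with the NOD1 agonist gamma-tri-DAP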
KOR beta-arrestin-1 = KOR agonists, beta-arrestin recruitment, primary screen, cell-based, luminescence, uHTS (AID 1777); KOR beta-arrestin recruitment, luminescence; higher % means a stronger effect; activation, % at 10 µM; hits with a dose series show EC50 in µM; hit rate 0.02% among 280,000; in the data active = activation above about 50%, passing the limit was not always enough; also: a part of the inactive calls stands beside numbers as strong as those of hits
TNAP activation fold = human TNAP enzyme activators, primary screen, biochemical, luminescent, no phosphate acceptor, uHTS (AID 1001); hit rate 0.03% among 200,000; purified TNAP, luminescent activation assay, no phosphate acceptor; higher activation fold means a stronger effect; activation fold at 20 µM; hits with a dose series show EC50 in µM; in the data active = activation fold from about 3, or a potency from the dose series; inactive = the rest, 99 in 100 with activation fold below about 1.6; also: many of its hits are not listed in these tables
Yfh1-depleted yeast = mitochondrial function rescue without frataxin homolog – Friedreich's ataxia, plus single-dose screen, dose response (AID 1465); S. cerevisiae Yfh1-off respiration, WST-1 reduction, 72 h; higher fold induction means a stronger effect; one-dose fold induction at 50 µM; EC50 in µM for titrated hits; hit rate 0.074% among 220,000;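 active = fold induction of absorbance versus untreated yeast above a set limit, then at least 30% activation at any dose in follow-up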;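 also: activators that raise dye reduction in frataxin-depleted yeast; strong numbers were not always called active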
KOR beta-arrestin-2 = KOR antagonists, beta-arrestin recruitment, cell-based, luminescence, uHTS (AID 1778). inhibition, % at 10 µM, or IC50 in µM where a hit was titrated. KOR beta-arrestin recruitment, luminescence, antagonist mode; higher % means a stronger effect. hit rate 0.091% among 290,000; also: strong numbers were not always called active
NTR1 ag = agonists of NTR1, primary screen, imaging, U2OS cells, beta-arrestin-GFP, high content (AID 493036). hit rate 0.17% among 330,000. P30989. activation, % at 20 µM. NTR1-U2OS beta-arrestin-GFP spot imaging, agonist mode;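 active = activation at or above 40% of the spot to cytoplasm intensity ratio, with at least 20 cells analyzed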;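 also: 0% = DMSO without peptide and 100% = 100 nM NTR1 peptide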
Target sequence (P30989 whole entry, looked up): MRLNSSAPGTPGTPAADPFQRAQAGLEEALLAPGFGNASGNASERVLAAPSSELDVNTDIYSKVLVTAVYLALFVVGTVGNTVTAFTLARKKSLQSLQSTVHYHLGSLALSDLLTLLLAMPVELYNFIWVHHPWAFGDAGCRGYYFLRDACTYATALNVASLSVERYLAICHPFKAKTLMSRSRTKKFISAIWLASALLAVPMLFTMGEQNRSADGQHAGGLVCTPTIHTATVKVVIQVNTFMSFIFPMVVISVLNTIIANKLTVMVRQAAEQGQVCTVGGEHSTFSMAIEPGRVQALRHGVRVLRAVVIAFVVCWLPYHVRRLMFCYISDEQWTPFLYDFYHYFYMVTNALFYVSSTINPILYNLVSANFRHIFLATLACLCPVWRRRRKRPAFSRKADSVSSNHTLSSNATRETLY
NTR1 ag cell count 20 µM = second read-out of NTR1 ag, no call of its own (marks repeat the call); cell count; measured here: cell count, cytotoxicity flag
* hit, by the source's call; i = inactive; x = not tested or not shown; [ ] = another dose, or the depositor's remark. Rule as the data show it, unless noted: active = inhibition above about 50%; inactive = the rest.

SMILES	NOD2 inhibition	CSM14.1 death rescue	GPR55 beta-arrestin	NOD1 inhibition	KOR beta-arrestin-1	TNAP activation fold	Yfh1-depleted yeast	KOR beta-arrestin-2	NTR1 ag	NTR1 ag cell count 20 µM
O=C(CSc1c2c(nc3cc(Cl)ccc13)CCCC2)NCCN1CCOCC1	5%	-2.1%	1.6%	-20%	-1.2%	1.1	i	35%	2.4	81
Cc1ccc(NC(=O)COC(=O)Cc2ccsc2)cc1S(=O)(=O)N(C)C	5%	x	0.4%	-10%	4.8%	x	i	5%	0.6	63
OCCN(Cc1ccccc1)C(=S)NC1CCCCC1	-9%	2.1%	-0.1%	0%	-8.1%	0.9	i	-13%	0.4	38
CCc1cc2c3c(c1)C1(C(=O)N3C(C)(C)C=C2C)C(C#N)=C(N)Oc2[nH]c(=O)[nH]c(=O)c21 (stereo not drawn)	17%	-6.8%	-0.4%	55%*	5.0%	1	i	-39%	1.6	28
CCN1CCN(c2cc(C)nc(-c3ccccc3O)n2)CC1	15%	x	0.7%	-4%	-1.1%	x	i	-1%	-0.4	38
CCOC(=O)c1c(NC(=O)C2(C)Cc3ccccc3C(=O)O2)sc2c1CCCC2 (stereo not drawn)	31%	1.6%	4.9%	39%	4.7%	1	i	-1%	2.9	70
CC(C)OC(=O)CC1C(=O)NCCN1C(=S)NC(=O)c1ccccc1Cl (stereo not drawn)	15%	-0.1%	-0.1%	-12%	-11%	1.1	i	-29%[20 µM]	0.0	63
Cc1ccc2c(c1)c1c(n2CC(O)CN2CCCCC2C)CCCC1 (stereo not drawn)	0%	x	0.0%	-10%	-0.7%	x	i	-17%	2.3	53
CN1CCN(c2ccc(NC(=O)c3ccc(Oc4ccccc4)cc3)cc2)CC1	2%	x	0.9%	-27%	-2.5%	x	x	-19%	0.5	41
C/C=C\C=C/C(=O)Nc1cccc(C2=NOC3(C2)C[C@@H](C(N)=O)N(C(=O)/C=C/C=C\C)C3)c1 (stereo partly drawn)	-6%	x	1.6%	3%	4.7%	x	i	11%	-0.1	69
COc1cc(NS(=O)(=O)c2ccc(C)cc2C)cc(OC)c1OC	22%	-1.4%	-0.1%	46%	-0.4%	1.1	i	18%	0.2	85
Cc1ccc(C(=O)NCc2cccnc2)cc1S(=O)(=O)Nc1ccccc1	-5%	1.4%	-0.3%	-26%	-2.5%	1	i	3%	0.1	31
CC[C@H](C)[C@@H](C(=O)N1CCNCC1)n1cc([C@@H](N)Cc2ccc(O)cc2)nn1	8%	-1.2%	-0.1%	-22%	-3.6%	1.1	i	3%	-4.2	63
Cc1cccc(C(=O)N[C@H](C(=O)Nc2ccc(C)c(S(=O)(=O)N(C)C)c2)C(C)C)c1	2%	-0.8%	0.1%	-20%	-3.6%	1.2	i	2%	-0.3	60
Cc1ccc(N2CCN(CCCN3C(=O)C4CCCN4C3=O)CC2)cc1 (stereo not drawn)	10%	-1.1%	-0.1%	-12%	3.7%	1.1	i	-55%	1.8	40
COc1ccc(NC(=O)/C=C/c2ccc3c(c2)OCO3)cc1	-120%	-1.8%	-0.1%	-34%	x	1	i	-21%[20 µM]	-0.7	67
CC1(C(=O)O)CCC(C(=O)Nc2ccc(Cl)c(Cl)c2)C1(C)C (stereo not drawn)	13%	x	0.4%	-5%	-6.7%	x	x	13%[20 µM]	0.6	49
COC(=O)c1sc(NC(=O)COc2c(C)cccc2C)nc1C	19%	-2.5%	-0.1%	1%	x	1.1	i	-60%[20 µM]	-0.2	54
Cn1c(N)c(C(=O)COC(=O)c2ccc(Br)o2)c(=O)n(C)c1=O	5%	-2.5%	-0.3%	-12%	-0.4%	1.1	i	-8%	-0.4	34
CC1CCN(C(=O)COc2ccc(S(=O)(=O)N3CCCC3)cc2)CC1	5%	x	-0.2%	-24%	-1.0%	x	x	1%	-1.3	53
Cc1cc(C)n(C(=O)/C(C#N)=N\Nc2ccccc2[N+](=O)[O-])n1	1%	x	0.4%	-30%	-3.0%	1	i	0%	3.7	20
CCc1ccccc1Cn1c(=O)oc2cccnc21	-11%	x	0.1%	-7%	-1.9%	x	i	8%	1.6	51
COc1ccc(C)cc1NC(=O)CNC(C)C(=O)Nc1cc(Cl)ccc1Cl (stereo not drawn)	11%	3.0%	0.2%	-34%	-7.0%	1.2	i	36%	2.5	59
Clc1ccc(/C=N/c2c(-c3ccc(Cl)cc3)nc3n2CCS3)cc1	9%	-1.4%	-0.1%	8%	0.5%	1	i	33%	6.0	59
Cc1cc(C(=O)CSc2ncccn2)c(C)n1Cc1ccco1	-125%	-0.6%	0.6%	-48%	0.4%	1.1	i	-37%	0.4	43
SMILES	NOD2 inhibition	CSM14.1 death rescue	GPR55 beta-arrestin	NOD1 inhibition	KOR beta-arrestin-1	TNAP activation fold	Yfh1-depleted yeast	KOR beta-arrestin-2	NTR1 ag	NTR1 ag cell count 20 µM
Cc1cccc(Oc2ncnc3onc(C)c23)c1	5%	1.5%	-0.4%	-8%	-2.8%	1.1	i	31%	-0.2	54
COc1ccc(S(=O)(=O)Nc2cc(C)on2)cc1	-1%	x	0.3%	-32%	-3.1%	x	x	-12%	-0.3	42
Cn1c(SCCN2CCCC2)nnc1C1CCN(S(=O)(=O)c2cccc(F)c2)CC1	-31%	x	0.8%	-26%	-1.6%	x	x	-40%	-0.1	55
O=[N+]([O-])c1ccccc1Oc1ccccc1Cl	-12%	0.5%	0.5%	3%	24%	1.1	i	-7%	-0.5	100
COc1cccc(CNC(=O)C2CCN(S(=O)(=O)c3ccc4c(c3)NC(=O)C(C)S4)CC2)c1 (stereo not drawn)	12%	x	-0.1%	-20%	0.9%	x	x	26%	0.1	56
COc1ccc2c(c1)CC/C(=C/c1cc(OC)c(OC)c(OC)c1)C2=O	11%	-0.6%	-0.3%	10%	1.8%	1	i	-9%	6.5	57
CC(C)(C)c1ccc(C2SCC(=O)N2c2cccc(C(=O)O)c2)cc1 (stereo not drawn)	9%	x	0.0%	0%	5.0%	x	x	-48%	-0.7	79
Cc1ccc(Cl)cc1NC(=S)NCc1cccn1C	2%	-2.4%	0.3%	-14%	2.5%	1.2	i	20%	2.3	57
Cn1c(=O)c([N+](=O)[O-])c(NCC(O)c2ccccc2)c2ccccc21 (stereo not drawn)	9%	-2.5%	0.1%	22%	-1.4%	1.1	i	20%	-1.4	65
CN(C)C(=O)C1Cc2ccccc2CN1S(=O)(=O)c1cccs1 (stereo not drawn)	8%	0.3%	-0.1%	-29%	-4.3%	1.1	i	-4%	4.1	37
O=C(O)CCC(=O)N1CCN(c2ccccn2)CC1	16%	-0.2%	0.0%	-19%	-2.9%	1.1	x	10%	-0.1	47
CC(C)(C)NC(=O)C(c1ccc(O)cc1)N(C(=O)CCC(=O)Nc1nccs1)c1cccc(F)c1 (stereo not drawn)	8%	-1.2%	-0.2%	-35%	-2.9%	1.1	i	-13%	-1.5	30
CC1(C)C(=O)Nc2ccccc2N1C(=O)COC(=O)c1cc(S(=O)(=O)N2CCOCC2)ccc1F	10%	-2.6%	1.3%	-27%	-1.3%	1.1	i	10%	0.4	55
C/C(CCN1CCc2nc(-c3ccccc3)c(-c3ccccc3)cc2C1)=N\OC[C@@H](C)[C@H](OCc1ccccc1)C(C)C	-3%	1.4%	0.1%	-11%	-0.6%	1.1	i	0%	0.3	84
CCOC(=O)N1CCN(C(=O)Cc2ccc(-n3c(=O)[nH]c4ccccc4c3=O)cc2)CC1	2%	-0.3%	-0.1%	15%	-3.2%	1	i	0%	-1.4	83
COc1ccc(CNC(=O)c2ccc3oc(C(C)C)nc3c2)cc1	-35%	x	-0.1%	-63%	8.1%	x	x	-13%	3.9	36
O=C(CSc1nc2ncc(Cl)cc2[nH]1)NCC(=O)Nc1ccc(F)c(F)c1F	13%	x	-0.2%	-14%	5.0%	x	i	0%	-0.1	65
C=CCOc1c(Br)cc(CNc2ccc(NC(=O)CCC)cc2)cc1OCC	12%	2.1%	0.0%	19%	0.4%	1	i	-34%	-0.1	32
CCOc1ccc2nc(SCC(=O)N3CCCCCC3)c(C#N)cc2c1	-8%	4.5%	-0.1%	-18%	2.4%	1.1	i	-46%	2.2	52
O=C1CCCN1c1cc(Cl)cc(Cl)c1	8%	-0.8%	0.2%	-38%	-0.7%	1.1	i	6%	1.6	75
COCCCNc1oc(-c2ccccc2Cl)nc1C#N	-31%	5.6%	0.2%	-64%	-0.3%	1.1	i	-27%	0.1	82
CCOC(=O)Cn1nc(/C=C/c2ccc(C)cc2)ccc1=O	-1%	-3.9%	-0.4%	-8%	-2.7%	1.1	i	4%	2.6	44
COc1ccc(Br)cc1C(=O)N/N=C/c1ccc2c(c1)n(C)c(=O)n2C	-2%	-1.2%	0.2%	-44%	-0.1%	1.1	i	1%	1.1	99
CCn1c(SC(C)C)nnc1C1CCN(S(=O)(=O)c2ccc(OC)cc2)CC1	17%	0.2%	-0.2%	15%	-2.9%	1	i	-2%	0.3	91
Cc1ccc2nc(Nc3ccc(Cl)cc3)c3nncn3c2c1	7%	x	-0.2%	-12%	-4.0%	x	x	6%	11	92
SMILES	NOD2 inhibition	CSM14.1 death rescue	GPR55 beta-arrestin	NOD1 inhibition	KOR beta-arrestin-1	TNAP activation fold	Yfh1-depleted yeast	KOR beta-arrestin-2	NTR1 ag	NTR1 ag cell count 20 µM
CCN(CC)C(=O)COc1ccc(-c2nnc(N3CCCCC3)c3ccccc23)cc1	18%	x	0.3%	-7%	1.6%	1.1	i	-6%	1.8	81
Cc1noc(C)c1COC(=O)CCCOc1ccc(Cl)cc1Cl	9%	-1.0%	0.8%	-1%	-2.9%	1.1	i	-10%	-1.6	52
O=C(CN(Cc1cccs1)C(=O)CCC(=O)Nc1ccccn1)NCc1ccccc1	4%	0.7%	-0.1%	-21%	-4.7%	1.1	i	-11%	2.3	28
Cn1c(=O)c2c(ncn2CC(=O)N/N=C/c2cn[nH]c2-c2ccc(F)cc2)n(C)c1=O	1%	-0.7%	0.7%	-15%	x	1	i	x	-2.2	66
O=Nc1c2cc(-c3ccccc3)[nH]nc-2c2ccccc12	-167%	-1.3%	0.5%	25%	9.4%	1	i	-31%	x	x
O=C(CN(Cc1ccccc1)C(=O)CNS(=O)(=O)c1ccc(F)cc1)NCc1ccco1	18%	x	-0.2%	-25%	-3.0%	x	x	37%	-0.2	41
Cc1ccc2cc3cc(C(=O)NCCN4CCOCC4)oc3nc2c1	15%	-2.6%	0.1%	-31%	-7.1%	1	i	-6%	0.8	58
O=C(Nc1ccc(N2CCOCC2)cc1)C1CC(O)CN1S(=O)(=O)c1ccc(Cl)cc1 (stereo not drawn)	12%	1.3%	0.0%	-10%	-7.8%	1.1	i	4%	-0.7	39

Reprinted at random: 2 entries already listed
SMILES	NOD2 inhibition	CSM14.1 death rescue	GPR55 beta-arrestin	NOD1 inhibition	KOR beta-arrestin-1	TNAP activation fold	Yfh1-depleted yeast	KOR beta-arrestin-2	NTR1 ag	NTR1 ag cell count 20 µM
Cc1noc(C)c1COC(=O)CCCOc1ccc(Cl)cc1Cl	9%	-1.0%	0.8%	-1%	-2.9%	1.1	i	-10%	-1.6	52
O=Nc1c2cc(-c3ccccc3)[nH]nc-2c2ccccc12	-167%	-1.3%	0.5%	25%	9.4%	1	i	-31%	x	x

This is a subset (hit frequency here may not be typical).
